p53null 39C kill = kills p53 null cells at the nonpermissive temperature. H1299 p53-null (neo) cells, 39C, ATPlite viability, 24 h. Potency, µM (doses to about 46.1 µM), for the others: at the highest dose activity, negative = cell killing, hits mostly cytotoxic. 55,000 compounds, 0.97% hits;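 also: 0% = DMSO only and -100% = full killing by 100 µM tamoxifen; nearly all actives have a fitted effect of over 50% in size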
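Temperature-shift cytotoxicity format: compound titrations on p53-null or A138V-expressing H1299 cells held 24 hr at 39C, cell ATP then measured, AC50 from Hill model.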
p53null 32C tox = p53 null cell cytotoxicity, permissive temperature; 55,000 compounds, 0.62% hits; AID 903; H1299-neo p53 null cells, ATP luminescence, 24 h, 32C; Potency, µM (series often up to 46.1 µM), for inactives: at the top dose activity change, negative = cytotoxicity, most hits filed as cytotoxic;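 also: 0% = DMSO only and -100% = full killing by 100 µM tamoxifen; nearly all actives have a fitted effect of over 55% in size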
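H1299-neo (p53 null) cells, 600/well, treated 24 h at 32C with compound up to 46 uM; ATPlite luminescence viability, normalized to DMSO and 100 uM tamoxifen; AC50 by Hill fit.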
Numbers without * were called inactive; [ ] = dose if it differs, or a comment. Calls follow the shape of the dose curve; as a rule, active = well fitted cell-killing curve with a large enough effect; inconclusive = small, poorly fitted or top-dose-only effect; inactive = no such curve, though single readings can be large or run the other way. Potency is read from the fitted curve at half-maximal effect. Only part of the results is shown; rates above refer to the full screens.

`O=C(COc1cccc2cccnc12)N/N=C1\SCC(=O)N1Cc1ccco1` gave p53null 39C kill 16.3% and p53null 32C tox 1.1%.
For Cn1c(=O)c2c(nc(SCCN3CCOCC3)n2Cc2ccccc2)n(C)c1=O the results were p53null 39C kill 30.9%[activator] and p53null 32C tox -8.6%.
Cc1ccc(C(=O)NC2CC3CCC(C2)N3Cc2ccco2)cc1 (stereo not given) was read as p53null 39C kill -0.9% and p53null 32C tox 3.5%.
Cc1ccc2c(C(=O)CSc3ccccc3)c(C)[nH]c2c1 was read as p53null 39C kill 15.5% and p53null 32C tox 9.3%.
Screening CCC(C)NS(=O)(=O)c1ccc(NC(C)=O)cc1 (stereo not given) returned p53null 39C kill 17.0% and p53null 32C tox 5.8%.
`Nc1nc(SCc2ccccc2Cl)ns1` gave p53null 39C kill 6.6% and p53null 32C tox 3.4%.
For O=C(Nc1ccc2c(c1)OCO2)c1cnc2n(c1=O)CCS2 the results were p53null 39C kill 19.3% and p53null 32C tox 6.2%.
COc1ccc(/C=C2/SC(=O)N(CCC(=O)Nc3ccc(C)cc3)C2=O)cc1OC was read as p53null 39C kill 25.6% and p53null 32C tox -1.4%.
Screening O=C(CNC(=O)c1ccccc1F)NC1CC1 returned p53null 39C kill 0.2% and p53null 32C tox 1.4%.
`CC(=O)c1c(C)nc(C)nc1NC(=O)Cc1ccccc1` gave p53null 39C kill -1.6% and p53null 32C tox 10.3%.
CN(C)S(=O)(=O)c1cccc(NC(=O)CSc2nc3c(cc2C#N)C(=O)CC(C)(C)C3)c1 was read as p53null 39C kill -11.7% and p53null 32C tox 9.1%.
CC1C[C@@]2(NC(=O)NC2=O)C(C)CN1C (stereo not given in full) was read as p53null 39C kill 2.7% and p53null 32C tox -7.5%.
Screening NC1=NC(=O)C(CC(=O)c2ccc(Cl)cc2)S1 (stereo not given) returned p53null 39C kill -1.1%[1.84 µM] and p53null 32C tox 17.0%.
Nc1ccc(OCc2ccccc2)cc1 was read as p53null 39C kill -0.5% and p53null 32C tox -2.1%.
Screening Cc1nn(Cc2ccc(F)cc2)c(C)c1NC(=O)c1nn(C)cc1Cl returned p53null 39C kill 33.9% and p53null 32C tox -5.4%.
Screening CC1=C(C(=O)Nc2cccnc2)C(c2ccc(C(C)C)cc2)n2ncnc2N1 (stereo not given) returned p53null 39C kill 20.3% and p53null 32C tox -2.6%.
O=C(NC1CCCCC1)N1CCN(c2ccccc2)CC1 was read as p53null 39C kill 2.8% and p53null 32C tox 7.5%.
Cc1ccc(/C=C/C(=O)N2CCN(c3cccc(C(F)(F)F)c3)CC2)cc1 was read as p53null 39C kill -5.9% and p53null 32C tox -17.2%.
For Cc1cccc(C)c1NC(=O)CSc1nnc(C)n1-c1ccccc1 the results were p53null 39C kill 4.5% and p53null 32C tox -6.6%.
O=C(O)CCc1nn2cc(-c3ccccc3)nc2[nH]c1=O was read as p53null 39C kill 10.3% and p53null 32C tox -4.7%.
`CN(C)c1ccc(C=NCCC2(O)CCOC(C)(C)C2)cc1` (stereo not given) gave p53null 39C kill -12.9% and p53null 32C tox -1.3%.
Screening CC(C)N(C(=O)C(F)(F)F)C(C(=O)NC1CCCCC1)c1ccncc1 (stereo not given) returned p53null 39C kill -18.5% and p53null 32C tox -9.6%.
Screening Cc1cc(C(=O)Nc2ccc(S(=O)(=O)Nc3onc(C)c3C)cc2)cs1 returned p53null 39C kill -6.6% and p53null 32C tox -8.1%.
O=C1CSC(c2ccccc2F)N1c1ccccc1 (stereo not given) was read as p53null 39C kill -3.4% and p53null 32C tox -3.9%.
`CC(C)C(=O)Nc1nc(-c2ccccc2)ns1` gave p53null 39C kill 3.3% and p53null 32C tox -11.7%.
For CC(C)CCNC(=O)C(c1cccnc1)N(CCc1ccccc1)C(=O)Cn1nnc2ccccc21 (stereo not given) the results were p53null 39C kill 20.9% and p53null 32C tox -2.3%.
Cc1cccc(N(C(=O)CCC(=O)Nc2cccnc2)C(C(=O)NC2CCCC2)c2ccncc2)c1 (stereo not given) was read as p53null 39C kill 1.8% and p53null 32C tox -2.7%.
CN(C)CCC1Sc2ccccc2Oc2ccccc21 (stereo not given) was read as p53null 39C kill 6.9% and p53null 32C tox -12.5%.
O=C(CSc1nnc(CNC(=O)c2c(F)cccc2Cl)o1)c1ccccc1 was read as p53null 39C kill 4.3% and p53null 32C tox -2.2%.
For O=C(Nc1cccc(S(=O)(=O)Nc2ccccc2Cl)c1)c1ccc(N2CCCC2)c([N+](=O)[O-])c1 the results were p53null 39C kill 3.1% and p53null 32C tox -3.9%.
Screening CC(NC(=S)Nc1ccccc1)C1COc2ccccc2O1 (stereo not given) returned p53null 39C kill -2.6% and p53null 32C tox 0.4%.
O=C(Cn1cnc2c(nnn2Cc2ccccc2)c1=O)c1ccccc1 was read as p53null 39C kill 8.5% and p53null 32C tox 10.4%.
`O=C(CSc1ccc(-c2ccco2)nn1)c1ccc(F)cc1` gave p53null 39C kill 18.7% and p53null 32C tox -7.2%.
CCOC(=O)C1CCCN(C(=O)c2sc3nc(C)nc(N(CC)CC)c3c2C)C1 (stereo not given) was read as p53null 39C kill 10.7% and p53null 32C tox 3.5%.
For Cn1cnnc1SCC(=O)Nc1ccccc1 the results were p53null 39C kill 4.9% and p53null 32C tox -2.4%.
`COc1ccc(OC)c(NC(=O)C2C3CC4OC(=O)C2C4C3)c1` (stereo not given) gave p53null 39C kill 14.1% and p53null 32C tox -0.7%.

An excerpt from above in order of molar mass, lowest first:
`CC(C)C(=O)Nc1nc(-c2ccccc2)ns1` gave p53null 39C kill 3.3% and p53null 32C tox -11.7%.
CN(C)CCC1Sc2ccccc2Oc2ccccc21 (stereo not given) was read as p53null 39C kill 6.9% and p53null 32C tox -12.5%.
`O=C(CSc1ccc(-c2ccco2)nn1)c1ccc(F)cc1` gave p53null 39C kill 18.7% and p53null 32C tox -7.2%.
`COc1ccc(OC)c(NC(=O)C2C3CC4OC(=O)C2C4C3)c1` (stereo not given) gave p53null 39C kill 14.1% and p53null 32C tox -0.7%.
O=C(Cn1cnc2c(nnn2Cc2ccccc2)c1=O)c1ccccc1 was read as p53null 39C kill 8.5% and p53null 32C tox 10.4%.
Cc1cccc(N(C(=O)CCC(=O)Nc2cccnc2)C(C(=O)NC2CCCC2)c2ccncc2)c1 (stereo not given) was read as p53null 39C kill 1.8% and p53null 32C tox -2.7%.

(listing goes on)
For Cc1cc(N/C=C/C(=O)c2ccc(Br)cc2)no1 the results were p53null 39C kill -4.2% and p53null 32C tox -1.9%.
For Cc1ccc(C(c2sc3ncnn3c2O)N2CCCCC2)cc1 (stereo not given) the results were p53null 39C kill 9.0% and p53null 32C tox 16.1%.
For O=C(CC(NC(=O)C(F)(F)F)c1ccccc1)Nc1nnc(CCc2ccccc2)s1 (stereo not given) the results were p53null 39C kill -9.1% and p53null 32C tox 1.0%.
`Cc1sc(NC(=O)c2ccccc2)c(C(c2ccccn2)N2CCN(CCO)CC2)c1C` (stereo not given) gave p53null 39C kill -21.0% and p53null 32C tox 1.6%.
`Nc1nc2n(n1)C(c1c(F)cccc1Cl)CC(c1ccc(F)cc1)N2` (stereo not given) gave p53null 39C kill -7.8% and p53null 32C tox 53.5%[activator].
CC1CCc2c(sc(NS(=O)(=O)c3ccccc3)c2C(=O)OC(C)C)C1 (stereo not given) was read as p53null 39C kill -0.3% and p53null 32C tox -7.6%.
`CCOc1ccc2nnc(-c3ccc(Br)cc3)n2n1` gave p53null 39C kill 3.8% and p53null 32C tox 1.6%.
COc1ccc(S(=O)(=O)NCCSc2ccc(Cl)cc2)cc1OC was read as p53null 39C kill -6.4% and p53null 32C tox 0.8%.
`O=C(Cn1ncc2c(=O)oc3ccccc3c21)N(Cc1ccco1)C1CCCCC1` gave p53null 39C kill 24.3% and p53null 32C tox 5.4%.
Screening O=C(Oc1ccc(N(Cc2cccs2)C2=NS(=O)(=O)c3ccccc32)cc1)c1ccccc1Cl returned p53null 39C kill 7.1% and p53null 32C tox 9.7%.
COCCNC(=O)C(c1cccc(OC)c1)N(Cc1cccs1)C(=O)Cn1nnc2ccccc21 (stereo not given) was read as p53null 39C kill -7.1% and p53null 32C tox -7.1%.
Screening Cc1c(Cl)cnc(NC(=O)COC(=O)c2ccc(S(=O)(=O)NCc3ccco3)cc2)c1Cl returned p53null 39C kill -1.9%[1.84 µM] and p53null 32C tox 1.9%.
Cc1ccc(N2CCCn3c2cc(C)c(C#N)c3=O)cc1C was read as p53null 39C kill -5.7% and p53null 32C tox 38.5%[activator].
For CN(c1ccccc1C(N)=O)S(=O)(=O)c1ccccc1 the results were p53null 39C kill 1.8% and p53null 32C tox -13.6%.
For Cc1ccc(S(=O)(=O)N(Cc2cc3cccc(C)c3[nH]c2=O)c2ccccc2)cc1 the results were p53null 39C kill -4.2%[1.84 µM] and p53null 32C tox 9.4%.
CCOC(=O)c1c(-c2ccc(OC)cc2)nc2nonc2c1N was read as p53null 39C kill -4.2% and p53null 32C tox 1.8%.
Screening CCCCOc1ccc(CN(C)c2ncnc(N)n2)cc1 returned p53null 39C kill -5.5% and p53null 32C tox 2.3%.
`CCOc1ccc2[nH]c(=O)c(CN(Cc3nnnn3CCc3ccccc3)CC3CCCO3)cc2c1` (stereo not given) gave p53null 39C kill 1.1% and p53null 32C tox -5.4%.
`CC(C)CCNC(=O)CCNS(=O)(=O)c1ccc(Cl)cc1` gave p53null 39C kill -1.5% and p53null 32C tox -7.6%.
For Cc1nnc(SCC(=O)N/N=C/c2ccc(-c3ccc(C)c(Cl)c3)o2)s1 the results were p53null 39C kill 24.7%[1.84 µM] and p53null 32C tox 14.5%.
CC(C)(C)C(=O)Nc1ccccc1C(=O)N1CCCC1 was read as p53null 39C kill 33.7% and p53null 32C tox 1.8%.
`CCOC(=O)c1c(N)sc(C(=O)N2CCOCC2)c1C` gave p53null 39C kill 9.2% and p53null 32C tox -0.4%.
`CCOC(=O)COc1c(-c2ccc(OC)cc2)oc2ccccc2c1=O` gave p53null 39C kill -6.6% and p53null 32C tox -6.8%.
O=C1CCCN1c1ccc(S(=O)(=O)NCCOc2ccccc2)cc1 was read as p53null 39C kill -12.8% and p53null 32C tox -5.7%.
For COc1ccc(N=C2C(=Nc3ccc(OC)cc3)N(c3ccccc3)C(=S)N2C(=O)c2ccc(Cl)cc2)cc1 the results were p53null 39C kill 1.6% and p53null 32C tox -5.7%.
Screening O=C(NCc1ccc(Cl)cc1)C(=O)NCC(c1ccco1)N1CCOCC1 (stereo not given) returned p53null 39C kill -8.1%[1.84 µM] and p53null 32C tox 9.3%.
Screening Cn1nnnc1SCC(=O)NCc1cccs1 returned p53null 39C kill 3.0% and p53null 32C tox -1.7%.
Screening N#Cc1cn(CC(=O)N2CCc3ccccc3C2)c2ccccc12 returned p53null 39C kill -3.6% and p53null 32C tox 3.4%.
For CCc1ccccc1NC1=NCC(=O)N1Cc1ccc2c(c1)OCO2 the results were p53null 39C kill -7.0% and p53null 32C tox -7.1%.
Screening O=C(CSc1nc2sc3c(c2c(=O)[nH]1)CCCC3)NCCO returned p53null 39C kill -6.1% and p53null 32C tox -4.7%.
Screening CCSc1nc2ccc(N3C(=O)C4C5C=CC(C5)C4C3=O)cc2s1 (stereo not given) returned p53null 39C kill 19.6% and p53null 32C tox -9.7%.
Screening CC(C)Oc1ccc(N2CC(C(=O)Nc3ccc(N4CCOCC4)cc3)CC2=O)cc1 (stereo not given) returned p53null 39C kill 30.5% and p53null 32C tox 0.1%.
CCN(CC)Cc1c(O)ccc2occ(C(=O)c3ccc(OC)cc3)c12 was read as p53null 39C kill 2.9% and p53null 32C tox 6.4%.
`CCn1nc(NC(=O)c2ccncc2)c2cc3cc(C)ccc3nc21` gave p53null 39C kill 12.3% and p53null 32C tox 0.0%.
Screening Cn1c(=O)oc2cc(S(=O)(=O)Nc3ccc(Cl)cc3F)ccc21 returned p53null 39C kill -3.9% and p53null 32C tox -3.5%.
`Cc1ccc(Cn2nc(C)c(NC(=O)C3CC3)c2C)cc1` gave p53null 39C kill 3.1% and p53null 32C tox 2.2%.
Screening CCOC(=O)C1CCCN(S(=O)(=O)c2ccc(C)cc2)C1 (stereo not given) returned p53null 39C kill -2.0% and p53null 32C tox -6.5%.
Screening Cc1ccc(C2CC2C(=O)NNC(=S)Nc2cccc(C)c2)cc1 (stereo not given) returned p53null 39C kill -4.3% and p53null 32C tox 34.8%[activator].
`C=CCn1c(=O)c(C(=O)Nc2cccnc2)c(O)c2ccccc21` gave p53null 39C kill -12.7% and p53null 32C tox 1.1%.
For COc1ccccc1C(c1nnnn1C(C)(C)C)N1CCN(Cc2ccccc2)CC1 (stereo not given) the results were p53null 39C kill 6.7% and p53null 32C tox -2.1%.
CC1SC(C)C(=O)N(CC(=O)NCc2ccc(F)cc2)C1=O (stereo not given) was read as p53null 39C kill 8.7% and p53null 32C tox 10.0%.
`Cc1ccc(Cn2nnc3c(=O)n(CC(=O)N4CCCc5ccccc54)cnc32)cc1` gave p53null 39C kill -4.0% and p53null 32C tox -2.8%.
`CCC(=O)N1C(=O)CCN(C(C)=O)c2ccccc21` gave p53null 39C kill 23.2% and p53null 32C tox 3.6%.
`O=c1[nH]c2cc3c(cc2cc1C(c1nnnn1Cc1ccccc1)N1CCCc2ccccc21)OCO3` (stereo not given) gave p53null 39C kill -3.9% and p53null 32C tox -3.9%.
For O=C/C(=C\Nc1ccc(Cl)cn1)c1nc2ccccc2o1 the results were p53null 39C kill 39.5%[activator] and p53null 32C tox 8.4%.
Screening CC1CCCc2sc3nc(NCc4ccco4)n4ncnc4c3c21 (stereo not given) returned p53null 39C kill 6.1% and p53null 32C tox -11.0%.
